Source: PubChem
TGFb SMAD3 inh = inhibitors of TGF-b signaling; HepG2 CAGA-GFP TGF-b/SMAD3 reporter, GFP fluorescence, 18 h; TGF-beta stimulated, 500 pg/mL final; AID 588855; Potency, µM (doses to about 46.1 µM), without a hit: at the top dose activity, negative = inhibition, actives largely listed as inhibitors; 410,000 compounds, 1.2% hits; also: % is scaled to controls: 0 for no effect and ±100 for the full control effect; nearly all actives have a fitted effect of over 65% in size
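First, reporter cells (HEPG2 CAGA-GFP) rested 2 h at 37 degrees C. Next, compounds were pinned in and TGF-beta added to 500 pg/mL final. After 18 h, GFP was imaged per cell and summed per well.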
HepG2 viability = HepG2 cytotoxicity, counter-screen for TGF-b inhibitors; HepG2 CAGA-GFP viability, ATP luminescence, 18 h; Potency, µM (titrated, usually from 46.1 µM), inactives show at the top dose activity change, negative = cytotoxicity, hits mostly cytotoxic; 410,000 compounds, 0.76% hits; also: some results filed as inactive show a strong effect at the top dose
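CellTiter-Glo luminescence gave cytotoxicity after 18 hours at 37 degrees C. The cells were HepG2 CAGA-GFP in 1% FBS DMEM, stimulated with 500 pg/mL TGF-beta after compound addition. %Activity was normalised to no-cell wells (complete cell-killing) and DMSO (no toxicity), and curves were fitted and classified.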
S2 tox = viability counter-screen for ATXN expression inhibitors; 400,000 compounds, 0.49% hits; S2 cells (HEK-293 line with an ATXN2-luciferase reporter) viability, CellTiter-Fluor protease fluorescence, 24 h; Potency, µM (doses to about 56.7 µM), most hits filed as cytotoxic; AID 651635; also: nearly all actives have a fitted effect of over 40% in size
EPAC2 antag = antagonists of human EPAC2 | Potency, µM (highest dose often 114 µM), for inactives: top-dose activity, negative = inhibition, actives largely listed as inhibitors | Q8WZA2 | EPAC2 GEF exchange of Rap1B-BODIPY-GDP, fluorescence | AID 720708 | 360,000 compounds, 0.18% hits; also: % is scaled to controls: 0 for no effect and ±100 for the full control effect; nearly all actives have a fitted effect of over 45% in size; many of its hits are not listed in these tables
Target sequence (Q8WZA2 whole entry, looked up): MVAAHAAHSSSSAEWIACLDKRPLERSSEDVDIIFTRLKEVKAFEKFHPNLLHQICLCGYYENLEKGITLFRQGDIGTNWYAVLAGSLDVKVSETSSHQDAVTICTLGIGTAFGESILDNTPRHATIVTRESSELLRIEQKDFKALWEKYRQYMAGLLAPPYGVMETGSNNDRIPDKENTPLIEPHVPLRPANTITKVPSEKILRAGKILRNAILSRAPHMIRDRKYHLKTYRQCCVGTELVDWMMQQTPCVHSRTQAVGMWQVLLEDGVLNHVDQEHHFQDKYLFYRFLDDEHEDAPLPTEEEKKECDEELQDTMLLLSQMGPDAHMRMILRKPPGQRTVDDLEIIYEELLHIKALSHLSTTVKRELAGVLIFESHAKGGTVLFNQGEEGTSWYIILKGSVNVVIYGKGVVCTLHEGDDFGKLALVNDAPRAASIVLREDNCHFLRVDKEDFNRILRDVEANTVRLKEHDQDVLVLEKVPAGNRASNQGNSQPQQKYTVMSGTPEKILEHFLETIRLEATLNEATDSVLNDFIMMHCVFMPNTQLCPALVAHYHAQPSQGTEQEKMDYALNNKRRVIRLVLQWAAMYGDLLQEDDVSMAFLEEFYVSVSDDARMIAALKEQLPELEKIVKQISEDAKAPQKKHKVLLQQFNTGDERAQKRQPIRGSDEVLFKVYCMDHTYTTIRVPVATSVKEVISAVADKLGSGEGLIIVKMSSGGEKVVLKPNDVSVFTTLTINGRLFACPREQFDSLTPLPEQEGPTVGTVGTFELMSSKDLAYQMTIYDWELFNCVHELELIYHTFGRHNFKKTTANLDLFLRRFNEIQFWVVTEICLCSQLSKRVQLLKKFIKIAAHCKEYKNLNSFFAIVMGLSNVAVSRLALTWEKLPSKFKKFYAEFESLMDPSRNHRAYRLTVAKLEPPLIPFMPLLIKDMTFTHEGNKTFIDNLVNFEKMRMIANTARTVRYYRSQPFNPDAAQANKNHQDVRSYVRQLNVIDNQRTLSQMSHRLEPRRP
MCF10A rereplic = inducers of DNA re-replication in MCF 10A breast cells; MCF 10A DNA re-replication, Hoechst nuclear intensity, 48 h; Potency, µM (top dose mostly 46.1 µM), inactives show at the highest dose activity, positive = re-replication, usual class: activators; 350,000 compounds, 2.9% hits; also: % of control where 0% means no effect; nearly all actives have a fitted effect of over 50% in size
ATXN2 expr inh = ATXN2 expression inhibition. 360,000 compounds, 0.72% hits. HEK-293 ATXN2-luciferase reporter, luminescence, 24 h. Potency, µM (highest dose often 57 µM), for the others: at the highest dose activity change, negative = inhibition, most hits filed as inhibitors; also: % is scaled to controls: 0 for no effect and ±100 for the full control effect; nearly all actives have a fitted effect of over 55% in size
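ATXN2-luciferase reporter cells (luciferase flanked by upstream and downstream ATXN2 gene portions) were treated 24 h at 37 °C with compounds at up to 57 uM. SteadyGlo luminescence gave expression; GF-AFC fluorescence gave viability.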
A549 tox = counter-screen for Nrf2 inhibitors: cytotoxicity in A549 cells | A549 ARE-Fluc cells, CellTiter-Fluor viability, 18-24 h | Potency, µM (doses to about 46 µM), without a hit: at the highest dose activity change, negative = cytotoxicity, usual class: inhibitors | 390,000 compounds, 0.16% hits; also: % is scaled to controls: 0 for no effect and ±100 for the full control effect
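Cytotoxicity counterscreen: CellTiter-Fluor fluorescence was measured in A549 ARE_Fluc cells after 18-24 h of compound exposure in a concentration series. The subsequent BugLite luminescent read reports ARE-luciferase activity.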
Nrf2 inh = inhibitors of Nrf2 signaling | A549 ARE-Fluc reporter, luciferase luminescence, 18-24 h | Potency, µM (top dose mostly 46 µM), for the others: at the top dose activity change, negative = inhibition, usual class: inhibitors | 360,000 compounds, 2.1% hits | AID 504444; also: % is scaled to controls: 0 for no effect and ±100 for the full control effect; nearly all actives have a fitted effect of over 60% in size
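Quantitative HTS in A549 cells stably bearing an antioxidant response element-firefly luciferase construct. Inhibition of Nrf2-driven transcription was scored by luminescence after 18-24 h of compound exposure at 37 °C.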
Nrf2 ARE act = activators of Nrf2 (ARE) signaling; Potency, µM (doses to about 46.1 µM), inactives show at the top dose activation, actives largely listed as activators; AREc32 ARE-luciferase reporter (MCF7-derived line), luminescence, 24 h; 410,000 compounds, 0.31% hits; AID 624171; also: % of control where 0% means no effect; nearly all actives have a fitted effect of over 65% in size
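Nrf2 activation is followed as ARE-luciferase induction in the AREc32 line after one day of compound treatment; luminescence is read with Steady-Glo.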
Numbers without * were called inactive; i = inactive; ? = inconclusive; . = no result given; & = joins results of further samples; [ ] = another dose, or the depositor's remark. Calls follow the shape of the dose curve; as a rule, active = well fitted curve in the direction sought with a large enough effect; inconclusive = small, poorly fitted or top-dose-only effect, or another doubt; inactive = no such curve, though single readings can be large; an effect the other way counts as inactive or inconclusive. Potency is read from the fitted curve at half-maximal effect.

No.	molecule	Nrf2 ARE act	EPAC2 antag	Nrf2 inh	HepG2 viability	TGFb SMAD3 inh	ATXN2 expr inh	A549 tox	MCF10A rereplic	S2 tox
1	COc1ccccc1N1CCN(S(=O)(=O)CCNC(=O)c2ccccc2Br)CC1	-0.2%	9%	-18%	-3%	3%	-9%	-8%	0%	i
2	CC[C@]12c3[nH]c4cc(-c5ccco5)ccc4c3CCN1C(=O)[C@@H](CC(=O)NCCc1ccccn1)C[C@@H]2C(=O)N1CCN(C(=O)c2ccco2)CC1	3.8%	7%	7%	-14%	-21%	4%	-3%	-1%	i
3	O=C(Nc1nnc(-c2ccco2)o1)c1ccc(Br)s1	?	7%	.	4%	7%	.	.	.	?
4	c1ccc(Cn2nnnc2-c2ccco2)cc1	-1.0%	-16%	?	-2%	2%	1%	-20%	2%	i
5	Nc1c(-c2ccccc2)c(CSc2nc3ccccc3[nH]2)nn1-c1ccc(C(=O)O)cc1	-0.1%	2%[57.1 µM]	-3%	3%	4%	.	-5%	-4%	i
6	O=C(NCc1ccc(F)cc1)c1ccc2c(c1)nnn2C1CCCC1	0.2%	.	?	-24%	?	3%	23%	.	i
7	Cc1cccc(C)c1NC(=S)N(C)CCc1ccccn1	0.3%	9%	?	-10%	2%	-2%	-6%	-1%	i
8	Cc1cc(S(=O)(=O)NCC(C)C)ccc1OCC(=O)NCC1CCCO1 (configuration not stated)	-1.0%	9%	18%	11%	6%	-3%	8%	8%	i
9	COc1cc(OC)cc(C(=O)Nc2ccccc2C(=O)NC2CC2)c1	-0.3%	6%	-5%	-16%	?	-19%	-5%	?	?
10	O=C1CN(c2ccc(Cl)cc2)C2(CCCCC2)S1	0.1%	-1%	?	5%	-3%	2%	1%	?	i

3 of the entries above in order of their number in EPAC2 antag, highest first:
| item | SMILES | EPAC2 antag |
| --- | --- | --- |
| 8 | Cc1cc(S(=O)(=O)NCC(C)C)ccc1OCC(=O)NCC1CCCO1 (configuration not stated) | 9% |
| 3 | O=C(Nc1nnc(-c2ccco2)o1)c1ccc(Br)s1 | 7% |
| 4 | c1ccc(Cn2nnnc2-c2ccco2)cc1 | -16% |

(further entries)
No.	molecule	Nrf2 ARE act	EPAC2 antag	Nrf2 inh	HepG2 viability	TGFb SMAD3 inh	ATXN2 expr inh	A549 tox	MCF10A rereplic	S2 tox
11	Cc1noc(C)c1CSc1nnc(-c2ccccc2F)n1CCc1ccccc1	-0.5%	11%	.	-16%	-12%	1%	-1%	2%	i
12	NC(CC(=O)O)c1ccc(Br)cc1 (configuration not stated)	-0.1%	-5%	-3%	1%	11%	-14%	-2%	-1%	i
13	Cc1ccc(C)c(N(C)C(=O)c2coc(=O)c3ccccc23)c1	-0.7%	11%	2%	1%	-7%	3%	-12%	-1%	i
14	COc1ccccc1C(=O)Nc1ccnn1C1CCN(C(=O)c2ccoc2C)CC1	-0.6%	4%	13%	0%	94%[activator]	18%	1%	0%	i
15	Cc1ccccc1N1CC(C(=O)N2CCc3ccccc32)CC1=O (configuration not stated)	-0.3%	3%	15%	-12%	0%	1%	-4%	0%	i
16	OCC[C@H]1C[C@H](O)[C@@H](O)[C@]2(CCCCO2)O1	-1.0%	10%	5%	5%	3%	-8%	-2%	5%	i
17	Cc1ccc(OCC(=O)Nc2nc(-c3ccccn3)cs2)c(C)c1	2.7%	-18%	?	-13%	-25%	-16%	?	?	i
18	CC(C)(C)OC(=O)N1CCc2nc(N3CCN(c4ncccn4)CC3)ncc2C1	0.6%	.	12%	7%	0%	13%	0%	.	i
19	Cc1cccc(N2CCN(C(=O)COc3cc4oc(=O)cc(C)c4cc3Cl)CC2)c1C	-0.6%	-2%	?	3%	7%	-8%	0%	0%	i
20	CC1CCN(c2oc(-c3ccc(F)cc3)nc2C#N)CC1	2.0%	-24%	7%	1%	3%	46%[activator]	2%	12%	i

Following part
No.	molecule	Nrf2 ARE act	EPAC2 antag	Nrf2 inh	HepG2 viability	TGFb SMAD3 inh	ATXN2 expr inh	A549 tox	MCF10A rereplic	S2 tox
21	COc1ccc(CCNC(=O)c2cc3c(s2)-c2c(C)cccc2OC3)c(OC)c1	1.0%	.	21µM*	-31%	-10%	2%	-6%	.	i
22	O=S(=O)(c1cc(F)ccc1F)N1CCC2(CC1)OCCN2S(=O)(=O)c1ccccc1	1.8%	-10%	6%	-15%	-3%	17%	14%	-18%	i
23	Nc1[nH]nc2nc3ccccc3cc12	1.6%	0%	-10%	-27%	-14%	-7%	-5%	1%	?
24	CC(Sc1nnc(-c2ccco2)n1C)C(=O)NC1CCCC1 (configuration not stated)	-0.1%	3%	12%	1%	-1%	3%	1%	7%	i
25	CCOC(=O)CC(=O)CSc1nnc(Cn2c(=O)sc3ccccc32)n1C	0.1%	-2%	.	2%	0%	4%	6%	-5%	i
26	COC(=O)c1nn(-c2ccc(C)cc2)c2nnc(Cc3ccccc3)c(=O)n12	-0.9%	2%	7%	11%	-20%	-2%	-2%	-5%	i
27	O=C1C2C3c4ccccc4C(c4ccccc43)C2C(=O)N1c1cccc2cccnc12 (configuration not stated)	-0.7%	-4%	8%	-24%	0%	0%	-3%	15%	i
28	CC(C)CCOc1ccc(C2CC(=O)N(C)C2=O)cc1 (configuration not stated)	1.4%	9%	?	-1%	16%	16%	17%	-5%	i
29	O=C(O)CNc1nc(-c2ccccc2)c2cc([N+](=O)[O-])ccc2n1	-0.8%[9.22 µM]	10%	-10%	-10%	1%	-3%	-8%	6%	i
30	CN1CCN(C(=O)c2ccc3c(c2)NC(=O)C(N2CCOCC2)S3)CC1 (configuration not stated)	0.2%	19%	13%	17%	0%	5%	-2%	1%	i

(further entries)
No.	molecule	Nrf2 ARE act	EPAC2 antag	Nrf2 inh	HepG2 viability	TGFb SMAD3 inh	ATXN2 expr inh	A549 tox	MCF10A rereplic	S2 tox
31	CCCOc1ccc(C2/C(=C(\O)c3c(C)[nH]c(C(=O)OC)c3C)C(=O)C(=O)N2CCN(C)C)cc1 (configuration not stated)	-0.1%	-1%	-2%	-4%	1%	4%	-1%	16%	i
32	O=S(=O)(Cc1ccc(Cl)cc1)NCc1ccc2c(c1)OCO2	-0.4%	5%	-27%	1%	-7%	-14%	-6%	20%	i
33	COC(=O)c1sc(N2C(=O)C(O)=C(C(=O)c3ccc(C)o3)C2c2ccc(OC)c(OC)c2)nc1C (configuration not stated)	7.9%	-1%	14%	6%	12%	-19%	-29%	-2%	i
34	O=C(Nc1cc(C(F)(F)F)ccc1Cl)c1cnn(-c2ccccc2)c1-n1cccc1	2.2%	.	?	-24%	?	.	12%	.	.
35	CCOc1ccc(-c2[nH]ncc2-c2ccccc2)c(O)c1	3.3%	-8%	1%	-33%	?	.	3%	-2%	?
36	COc1ccc(N2CC(C(=O)NC3CCCCC3)CC2=O)cc1 (configuration not stated)	-0.3%	-7%	2%	1%	2%	7%	3%	-8%	i
37	Cc1cc(NC(=O)c2ccc3sc([C@@H]4O[C@H](CO)[C@H](O)[C@H](O)[C@H]4O)nc3c2)n(C)n1	-1.2%	8%	.	12%	2%	18%	.	.	i
38	Cc1ccc2[nH]c3c(=S)nc[nH]c3c2c1	0.4%	5%	-7%	-16%	?	9%	1%	1%	i
39	CC(C)c1ccc(NC(=S)NNC(=O)c2cccnc2)cc1	0.1%	6%	-7%	-14%	-1%	-17%	-2%	?	i
40	CCOC(=O)C(C)Sc1cnccn1 (configuration not stated)	-0.3%	6%	-26%	-3%	-3%	.	0%	9%	.

The list goes on:
No.	molecule	Nrf2 ARE act	EPAC2 antag	Nrf2 inh	HepG2 viability	TGFb SMAD3 inh	ATXN2 expr inh	A549 tox	MCF10A rereplic	S2 tox
41	CNc1cc([N+](=O)[O-])ccc1N/C=C/C(=O)c1cccs1	?	5%	.	-6%	-1%	16%	-6%	2%	i
42	CCCOC(=O)CSc1nnc2ccc3ccccc3n12	2.7%	.	19%	-7%	-12%	-2%	0%	.	i
43	CCOC(=S)SCc1cn2ccccc2n1	3.7%	17%	2%	-82%	0%	7%	2%	2%	i
44	CCOc1ccc(-n2c(N)c(C(=O)NCc3ccco3)sc2=S)cc1	3.1%	-8%	-18%	-21%	4%	-8%	-11%	14%	i
45	Fc1ccc(-c2nc3ccc(Cl)cn3c2Cc2cccc(F)c2)cc1	5.7%	-4%	.	-29%	?	2%	.	.	?
46	CCOC(=O)C1CCCN(S(=O)(=O)Cc2ccccc2)C1 (configuration not stated)	-0.9%	-1%	5%	-57%	6%	6%	1%	0%	i
47	O=C(O)c1cc(Cl)nc2ccccc12	-0.1%	8%	4%	-5%	-4%	5%	6%	0%	i
48	CCCCCC(=O)N1CCN(CCN=CC2=C(O)CC(c3cccs3)CC2=O)CC1 (configuration not stated)	-0.5%&-0.5%	-2%&-1%	4%&20%	-1%&-30%	1%&27%	6%&-6%	-1%&2%	2%&10%	i
49	Cc1ccc(N2CCN(c3ccc([N+](=O)[O-])cn3)CC2)c(C)c1	-0.7%	-3%	-2%	-21%	-32%	.	0%	5%	i
50	CNCc1cc(Br)c(OCC(=O)Nc2ccccc2OC)c(OC)c1	3.9%	1%	0%	-23%	-22%	-31%	-1%	?	?

(further entries)
No.	molecule	Nrf2 ARE act	EPAC2 antag	Nrf2 inh	HepG2 viability	TGFb SMAD3 inh	ATXN2 expr inh	A549 tox	MCF10A rereplic	S2 tox
51	CCC(=O)Nc1ccc(C(=O)Nc2c[nH]c(=O)[nH]c2=O)cc1	-0.7%	2%	5%	1%	11%	-13%	-4%	3%	?
52	CC1CN(C(=O)CCC(=O)NCc2cccs2)c2ccccc2O1 (configuration not stated)	-0.9%	.	?	6%	23%	9%	0%	.	i
53	O=C(CCNC(=O)c1ccco1)Nc1ccccc1N1CCOCC1	-0.1%	4%	-15%	10%	-2%	2%	2%	0%	i
54	COc1ccc(S(=O)(=O)N2CCC(C(=O)N3CCC(C(N)=O)CC3)CC2)cc1Cl	0.2%	-5%	-2%	0%	-1%	-15%	4%	15%	?
55	Cc1ccc(C2CC(=O)NC(SCc3ccccc3)=C2C#N)o1 (configuration not stated)	0.7%	-10%	?	-40%	2%	-15%	-16%	0%	i
56	CN1CCN(c2nc3c(c(=O)[nH]c(=O)n3C)n2Cc2cccc3ccccc23)CC1	-0.7%	-11%	-5%	-1%	-15%	4%	-13%	1%	i

A portion of the library (hit frequency here may not be typical).
